# Source: PubChem BioAssay
# CYP2C9 inhib: human CYP2C9 inhibition; P11712; CYP2C9 Supersomes, luciferin-H conversion, luminescence; inhibition, % at 5 µM; actives 20% (n = 96,000); AID 777;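 active means blocking of liver enzyme CYP2C9 beyond about 50% at 5 µM, limit read from the data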; further: values of inactives mirror those of a sister screen read the other way
# Target sequence (P11712 whole entry, looked up): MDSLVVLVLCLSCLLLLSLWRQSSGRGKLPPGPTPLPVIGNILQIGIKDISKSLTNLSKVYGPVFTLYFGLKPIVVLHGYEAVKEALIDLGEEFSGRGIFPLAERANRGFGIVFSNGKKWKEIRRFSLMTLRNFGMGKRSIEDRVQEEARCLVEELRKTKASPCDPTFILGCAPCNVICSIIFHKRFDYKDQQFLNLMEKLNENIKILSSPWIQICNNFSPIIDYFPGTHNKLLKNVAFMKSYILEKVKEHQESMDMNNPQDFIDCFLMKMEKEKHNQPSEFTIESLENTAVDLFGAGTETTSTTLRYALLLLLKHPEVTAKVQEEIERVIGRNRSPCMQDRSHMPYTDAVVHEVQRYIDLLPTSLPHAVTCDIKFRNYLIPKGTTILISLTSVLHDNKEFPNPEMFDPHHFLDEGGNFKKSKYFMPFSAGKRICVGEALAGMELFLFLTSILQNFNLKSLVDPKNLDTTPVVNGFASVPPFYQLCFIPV
# Candida biofilm: kills Candida albicans biofilms; actives 0.14% (n = 85,000); AID 834; inhibition, % at 6 µM; C. albicans biofilm + clotrimazole, Alamar Blue;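 active means inhibition above 20%; inactive means inhibition below 20%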;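 further: preformed 24 hr biofilms exposed to compound for 48 hr; 0% = biofilm without compound and 100% = blank killed by clotrimazole plus chlorhexidine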
# CYP2C9 act: CYP2C9 (human) activation | actives 1.4% (n = 96,000) | recombinant CYP2C9, luciferin-H conversion, luminescence; hits give high values; factor 1 = untreated enzyme, 0 = blocked | P11712 | activation factor at 5 µM | AID 1024;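 active means activation factor of 2 or more for CYP2C9 at a 5 µM dose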;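 further: 0 = sulfaphenazole-blocked wells and 1 = vehicle-only wells; values of inactives mirror those of a sister screen read the other way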
# An asterisk follows results filed as active. An excerpt; count on the stated rates, not on these rows.
SMILES,CYP2C9 inhib,Candida biofilm,CYP2C9 act
CC(=O)N1CCN(Cc2cc(=O)n3cc(Cl)c(C)c(Cl)c3n2)CC1,-20.1,1.4,1.2
Cc1cc(C)c2[nH]c(=O)c(C(c3nnnn3CC3CCCO3)N3CCC(C)CC3)cc2c1 (configuration not stated),10.6,7.2,0.9
CCn1cc(C2=NOC(C(=O)Nc3c(C)nn(Cc4ccc(F)cc4)c3C)C2)c(C)n1 (configuration not stated),12.3,8.1,0.9
Cc1ccc(-c2nc3nc4ccccc4nc3n2Cc2ccco2)cc1,24.2,2.9,0.8
Cc1ccc(-n2c(SCn3nnc4ccccc4c3=O)nnc2-c2cccnc2)c(C)c1,8.4,1.0,0.9
COc1ccc(OC)c(NC(=O)CN(c2ccc(OC)c(Cl)c2)S(C)(=O)=O)c1,63.2*,5.6,0.4
CC(C)CCN1CC(C(=O)NCc2ccc(F)cc2)CC1=O (configuration not stated),10.6,2.0,0.9
CC(C)CC(c1nnnn1CC1CCCO1)N1CCN(c2nc3ccccc3s2)CC1 (configuration not stated),17.9,3.6,0.8
CC(C)(C)OCC(NC(=O)C(CC(N)=O)NC(=O)OC(C)(C)C)C(=O)OC(C)(C)C (configuration not stated),-6.9,-3.3,1.1
COc1cc2c(cc1OC)C(c1ccc(C)o1)CC(=O)N2 (configuration not stated),-9.0,6.8,1.1
CCC(CC)c1nc2cc(OC)c(OC)cc2c(=O)o1,-19.3,7.0,1.2
CCCn1c(SCC(=O)Nc2nnc(CC)s2)nc2c1c(=O)n(C)c(=O)n2C,10.6,3.7,0.9
CSc1nnc2n(C3CCCCC3)c(=O)c3c4c(sc3n12)CCCC4,32.5,-4.6,0.7
CCOC(=O)CNc1ncnc2nc[nH]c12,-7.4,-10.6,1.1
Cc1ccc2nc(SCC(=O)NC(=O)NCc3ccco3)[nH]c2c1,71.4*,8.0,0.3
Cc1ccc(-c2noc(-c3cccs3)n2)cc1,-7.1,2.5,1.1
CCCCn1c(SCC(=O)c2cc(OC)ccc2OC)nc2cc(S(N)(=O)=O)ccc21,18.9,5.3,0.8
O=C(O)C1CC=CCC1C(=O)Nc1ccccc1Cl (configuration not stated),-4.9,0.0,1
Cc1ccc(S(=O)(=O)c2ccc(Cl)cc2)cc1S(=O)(=O)N1CCOCC1,68.9*,2.2,0.3
Cc1cc(C)n(C(=O)C(C)N2C(=O)c3ccccc3C2=O)n1 (configuration not stated),16.6,5.0,0.8
Cc1cc(=O)n2nc(N3CCCC(C(=O)NCCC4=CCCCC4)C3)sc2n1 (configuration not stated),61.7*,-0.6,0.4
NC(=O)c1oc2ccccc2c1NC(=O)CCc1ccccc1,-124.3,10.0,2.2*
COc1ccc(C)cc1NC(=O)CN1CCN(c2ccccc2F)CC1,34.4,-0.9,0.7
Fc1ccc(CN2CCSCC2)cc1Br,15.9,1.4,0.8
Cn1cc(C(=O)NC2CCCCCCC2)c(=O)c2cc(S(=O)(=O)N3CCCC3)ccc21,84.2*,7.5,0.2
# Other structures follow.
SMILES,CYP2C9 inhib,Candida biofilm,CYP2C9 act
CCOc1ccc(C2Oc3nc(SC)nnc3-c3ccccc3N2C(C)=O)cc1OC (configuration not stated),15.3,9.6,0.8
COC(=O)C1=C(C)N(c2ccc(OC)c(OC)c2)C(=O)C1,73.9*,7.2,0.3
Cc1cc(C(=O)Nc2nnc(C3CCCCC3)s2)cs1,2.6,0.6,1
CCOc1ccc2nc(NC(NC(C)=O)(C(=O)OC)C(F)(F)F)sc2c1 (configuration not stated),5.8,7.5,0.9
O=C(OCC1CC(c2ccccn2)=NO1)c1ccc(Br)cc1 (configuration not stated),81.7*,4.6,0.2
COc1cc(C(=O)Nc2ccc(OCC(=O)O)cc2)cc(OC)c1OC,-7.1,4.7,1.1
COc1cc2c(c(OC)c1)C(c1ccncc1)CC(=O)N2 (configuration not stated),90.0*,6.1,0.1
CC1Cc2nc(SCC(=O)NCc3ccco3)n(-c3ccccc3)c(=O)c2S1 (configuration not stated),31.3,5.1,0.7
CCC(=O)NCCc1cc2ccc(C)cc2[nH]c1=O,3.4,7.9,1
COc1ccc(NC2c3ccccc3C(=O)N2Cc2ccco2)cc1OC (configuration not stated),33.3,-9.4,0.7
O=C(O)C1CC(=O)N(C2CCCCCC2)C1 (configuration not stated),-27.0,-4.9,1.3
COC(=O)c1ccc(C(=O)OC)c(NS(=O)(=O)c2ccc(NC(C)=O)cc2)c1,89.9*,3.6,0.1
O=C(Cn1nnc(-c2ccccc2NC(=O)c2ccco2)n1)Nc1ccccc1,92.1*,3.3,0.1
CCOc1ccc(S(=O)(=O)N(CC(=O)N2CCc3ccccc32)Cc2ccco2)cc1,52.5*,2.7,0.5
CCC(C)C(NC(=O)c1ccccc1NC(=O)c1ccco1)C(=O)NC1CCCCC1 (configuration not stated),42.2,2.7,0.6
O=C(NCc1ccc2c(c1)OCO2)c1cc2c(s1)CS(=O)(=O)C2,25.0,4.6,0.8
CC1CCCC(NC(=O)c2cn(C)c3ccc(S(=O)(=O)N4CCCC4)cc3c2=O)C1C (configuration not stated),72.9*,10.3,0.3
CC(C)(C)C1=C(C#N)C(c2cc3c(cc2Br)OCO3)C(C#N)=C(N)O1 (configuration not stated),24.9,5.3,0.8
COC(=O)c1cn(NC(=O)c2ccncc2)c(=O)c2ccccc12,62.4*,0.1,0.4
CCC(C)NC(=O)CCS(=O)(=O)c1ccc2c(c1)n(C)c(=O)c(=O)n2C (configuration not stated),2.9,6.2,1
CCn1nnnc1NCc1cccn1C,75.9*,6.0,0.2
Cc1ccc(C2c3c(oc4ccccc4c3=O)C(=O)N2c2nnc(C(C)C)s2)o1 (configuration not stated),13.1,6.2,0.9
CN=C1SC(CC(=O)Nc2ccccc2F)C(=O)N1C (configuration not stated),-28.4,8.8,1.3
CCN(Cc1ccncc1)C(=O)c1cccc(S(=O)(=O)N2CCOCC2)c1,94.8*,7.5,0.1
CC1=C(C(=O)Nc2ccc(F)cc2)C(c2cccc(C)c2)n2nc(CCCO)nc2N1 (configuration not stated),14.0,0.7,0.9
# The list continues.
SMILES,CYP2C9 inhib,Candida biofilm,CYP2C9 act
COCCn1c(SCC(=O)N2CCC(C)CC2)nc2ccccc2c1=O,39.2,1.4,0.6
N#CCc1ccc(NS(=O)(=O)c2ccc(N3CCCC3=O)cc2)cc1,38.4,2.3,0.6
COc1ccccc1-c1nc(SCc2ccccn2)n[nH]1,14.6,-1.6,0.9
COc1ccc(C)cc1N(CC(N)=O)S(=O)(=O)c1ccc(C)cc1,54.1*,6.5,0.5
COCCNC(=O)Cc1ccc(Br)cc1,-7.2,5.0,1.1
Cn1c(=O)c(C(=O)NC2CCCCCCC2)c(O)c2ccccc21,7.5,2.5,0.9
CC(=O)c1c(N)n(C)c(=O)n(C)c1=O,21.6,1.6,0.8
CCCC(=O)Nc1cccc(NC(=O)CN2CCN(c3ccccc3OC)CC2)c1,76.8*,6.0,0.2
COc1ccc(N2CCn3c2nc2c3c(=O)n(CCCc3ccccc3)c(=O)n2C)cc1,6.3,5.5,0.9
COc1cc(C(=O)N2CCCN(c3nc4cc(C)ccc4cc3C#N)CC2)cc(OC)c1OC,22.1,10.3,0.8
CC(OC(=O)c1cccs1)C(=O)NCC1CCCO1 (configuration not stated),-6.7,8.8,1.1
Cc1ccccc1NC(=O)CCn1c(=O)oc2ccccc21,-17.2,1.7,1.2
Clc1ccc(-n2nnnc2-c2ccccc2)cc1Cl,31.8,2.1,0.7
Cc1cccc(NS(=O)(=O)c2ccccc2)n1,-8.4,3.6,1.1
Cc1cccc(N(Cc2cc3ccccc3[nH]c2=O)C(=O)c2ccco2)c1C,-10.5,-3.9,1.1
N#Cc1c(N)nc2c(c1-c1ccc3c(c1)OCO3)CCCCCC2,15.1,-1.0,0.8
CCOc1cc(C(=O)NCc2nnc(SCC(=O)OC)n2C)cc(OCC)c1OCC,37.8,5.2,0.6
CCc1c(C)[nH]c2ccccc2c1=O,-372.4,8.8,4.7*
O=C(CN(C(=O)CCC(=O)Nc1nccs1)c1ccc(F)c(Cl)c1)NCc1ccco1,27.3,5.4,0.7
CC1(C)Cc2c(sc3nc(SCC(=O)O)[nH]c(=O)c23)CO1,18.3,6.7,0.8
COc1ccc(NC(=O)Cc2cccs2)c(OC)c1,10.4,0.6,0.9
O/N=C1\CCCc2nnc3c(c21)CCCC3,-193.3,8.2,2.9*
O=C(NC1CCN(Cc2ccccc2)CC1)C1CCCN(c2nnc(-n3cccc3)s2)C1 (configuration not stated),49.1,1.8,0.5
CCOc1ccc2c(c1)cc(CN(C(=O)CC)C1CCCCC1)c1nnnn12,35.6,4.1,0.6
CC1CCCCN1C(=O)CSc1nnc(-c2c[nH]c3ccccc23)o1 (configuration not stated),-15.3,4.1,1.2

# CYP2C9 act: what is marked active above.
molecule | CYP2C9 inhib | CYP2C9 act
NC(=O)c1oc2ccccc2c1NC(=O)CCc1ccccc1 | -124.3 | 2.2*
CCc1c(C)[nH]c2ccccc2c1=O | -372.4 | 4.7*
O/N=C1\CCCc2nnc3c(c21)CCCC3 | -193.3 | 2.9*

# Later entries
SMILES,CYP2C9 inhib,Candida biofilm,CYP2C9 act
O=c1cc(NCc2ccc3c(c2)OCO3)[nH]c(=O)n1-c1ccc(Cl)cc1,-1.4,4.8,1
CCOC(=O)c1c(C)c(C(=O)Nc2ccc3c(c2)OCCO3)c(C)n1C,-4.4,4.2,1
O=c1nc(-c2ccccc2)cc(-c2ccccc2)[nH]1,26.1,9.3,0.7
O=C(NCc1ccccn1)c1ccc2nc(-c3ccco3)c(-c3ccco3)nc2c1,67.3*,-3.8,0.3
CN(C)CCCNC(=O)c1ccc(CN(c2ccccc2)S(C)(=O)=O)cc1,64.5*,10.0,0.4
O=C(Nc1nnc(C2CC2)s1)c1cc(-c2ccccc2)nn1-c1ccccc1,34.1,5.8,0.7
C=CCN1C(c2ccc(OCC)cc2)=CS/C1=C(\C#N)c1nnc2n1CCCCC2,-16.7,-1.4,1.2
CCOC(=O)c1cnc(SCC(=O)NCc2cccs2)nc1N,93.2*,8.4,0.1
CC(=O)Nc1ccc(S(=O)(=O)N(Cc2ccco2)CC2CCCO2)cc1 (configuration not stated),41.8,8.6,0.6
Cc1ccc(Oc2ccc(NC(=O)c3ccco3)cc2)cc1,58.7*,8.2,0.4
CCn1cc(C(=O)O)c(=O)c2cnc(N3CCN(C(=O)Nc4cccc5ccccc45)CC3)nc21,0.3,9.4,1
Cc1cc(C)n(-c2nc3c(c(=O)n(C)c(=O)n3C)n2C)n1,-16.2,-1.6,1.2
CCCCC1CC1C(=O)Nc1ccc(OC)c(OC)c1 (configuration not stated),59.1*,9.0,0.4
COc1ccc(N2CCN(Cc3cc(=O)oc4c3ccc3ccccc34)CC2)cc1,4.6,5.6,1
C=CCn1c(SCC(=O)Nc2nnc(CC)s2)nnc1-c1ccco1,45.2,6.7,0.5
CCOC(=O)CCCCC(=O)c1[nH]c(=O)[nH]c1CN1CCOCC1,-14.1,-6.0,1.1
CN(CC(=O)NCc1ccccn1)S(=O)(=O)c1ccc(Cl)cc1,-9.8,-2.8,1.1
Cn1c(CCN2CCCCC2)nc2cc(NS(=O)(=O)c3ccc(F)cc3)ccc21,-4.8,3.1,1
CCn1c(C2CC(=O)N(c3ccc(C)c(C)c3)C2)nc2ccccc21 (configuration not stated),31.4,-17.7,0.7
CCOC(=O)N1CCN(CC(=O)Nc2c(C(=O)OC)[nH]c3cccc(Cl)c23)CC1,27.1,0.2,0.7
C/C(=N\O)C(=O)NCCN1CCCCC1,-17.6,1.5,1.2
Cc1ccc(Cl)cc1N1CCN(S(=O)(=O)c2cccc(S(=O)(=O)N3CCCC3)c2)CC1,86.6*,1.4,0.1
COc1ccc2c(c1)C(=NO)c1cc(OC)ccc1-2,96.3*,2.8,0
CCOc1cc(-n2cnnn2)c(OCC)cc1NC(=O)c1cnccn1,4.7,2.8,1
Cc1ccc2nc(NC3=NCN(Cc4ccccc4)CN3)nc(C)c2c1,-36.3,5.1,1.4

# Whole records from above:
# CC(=O)Nc1ccc(S(=O)(=O)N(Cc2ccco2)CC2CCCO2)cc1 (configuration not stated) is listed as CYP2C9 inhib: 41.8; Candida biofilm: 8.6; CYP2C9 act: 0.6
# CCOC(=O)c1c(C)c(C(=O)Nc2ccc3c(c2)OCCO3)c(C)n1C is listed as CYP2C9 inhib: -4.4; Candida biofilm: 4.2; CYP2C9 act: 1

# Continued:
SMILES,CYP2C9 inhib,Candida biofilm,CYP2C9 act
CCOC(=O)c1[nH]c(C)c(C(=O)N2CCN(C(=O)OCC)CC2)c1CC,9.6,5.6,0.9
CCn1ncc(C2=NOC(C(=O)Nc3cc(OC)c(Cl)cc3OC)C2)c1C (configuration not stated),-19.6,4.6,1.2
CSC1=NCCN1C(=O)c1ccc(S(=O)(=O)N2CCCCC2)cc1,9.2,4.3,0.9
C=C(C)c1cccc(C(C)(C)NC(=O)NCCCn2ccnc2)c1,96.3*,-2.6,0
CCn1c(SCC(=O)Nc2nc3ccc(OC)cc3s2)nc2c1c(=O)n(C)c(=O)n2C,62.4*,-0.7,0.4
O=S(=O)(NCc1cccnc1)c1ccc(Cl)c(Cl)c1Cl,-20.6,2.2,1.2
Cc1nc2sc3c(c2c(=O)[nH]1)CCC3,-17.8,6.1,1.2
CCn1c(=N)n(CC(=O)C23CC4CC(CC(C4)C2)C3)c2ccccc21,0.4,0.3,1
O=C(NC1CCCc2ccccc21)c1cccnc1 (configuration not stated),12.3,4.2,0.9
C(=C\c1ccco1)/C=N/n1cnnc1,-12.8,8.2,1.1
Cn1cccc1Cc1nnc(SCC(=O)N2CCc3ccccc32)n1CCc1ccccc1,31.9,-0.9,0.7
O=C(COc1ccc(S(=O)(=O)N2CCCC2)cc1Cl)NC1CC1,4.7,-2.6,1
Cn1c(=O)n(C)c2cc(S(=O)(=O)NCc3ccco3)ccc21,-10.0,-0.1,1.1
